Screens from PubChem.
PG9 binder = binds the HIV-1 gp120 antibody PG9 | TR-FRET gp120-PG9 antibody binding | inhibition, % at 6.7 µM | hit rate 0.43% among 360,000; in the data active = inhibition above about 8.5%
ADAM10 inh = ADAM10 inhibition, QFRET primary screen | O14672 | recombinant ADAM10, EDANS/DABCYL FRET peptide cleavage, 3 h | inhibition, % at 7 µM | hit rate 0.62% among 370,000 | AID 720582;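 active = inhibition above a per-campaign cutoff equal to the mean of compounds falling between control-based bounds plus 3 SD, cut at about 20% in these data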;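 note: 0% = DMSO wells while the 100% control is not disclosed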
Target sequence (O14672 214-748 limits assumed): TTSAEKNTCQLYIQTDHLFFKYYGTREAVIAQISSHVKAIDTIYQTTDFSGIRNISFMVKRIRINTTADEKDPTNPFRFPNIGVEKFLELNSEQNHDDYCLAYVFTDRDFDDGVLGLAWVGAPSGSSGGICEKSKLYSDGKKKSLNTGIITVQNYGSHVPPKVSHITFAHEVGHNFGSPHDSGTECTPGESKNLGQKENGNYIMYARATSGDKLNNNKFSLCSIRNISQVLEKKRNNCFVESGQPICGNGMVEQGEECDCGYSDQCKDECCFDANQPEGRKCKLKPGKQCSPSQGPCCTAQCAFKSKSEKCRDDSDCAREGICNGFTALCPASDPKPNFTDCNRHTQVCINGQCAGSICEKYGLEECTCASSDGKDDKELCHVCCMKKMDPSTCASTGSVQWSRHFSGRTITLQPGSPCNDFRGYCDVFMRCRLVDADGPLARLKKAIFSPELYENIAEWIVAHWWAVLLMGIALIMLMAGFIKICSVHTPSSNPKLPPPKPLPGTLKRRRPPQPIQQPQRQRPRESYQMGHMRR
ssDAF12 agonist = activators of S. stercoralis DAF-12 nuclear receptor. hit rate 1% among 370,000. AID 652126. activation, % at 6.8 µM. HEK293 ssDAF-12/GRIP1 lit1-tk-luc reporter, luminescence; % of 3 µM dafachronic acid response;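 active = activation above the mean over all tested compounds plus 3 SD, cut at about 0.9% in these data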;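 note: 0% = DMSO-only wells and 100% = 3 µM delta7-dafachronic acid wells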
FXN GAA850 act = frataxin GAA850 promoter activation; activation, % at 6 µM; HEK293 lucGAA850 FXN promoter luciferase reporter, 24 h; percent of 10 µM SAHA response; hit rate 0.56% among 360,000;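 active = activation above the average of all compounds screened plus 3 SD, cutoff fixed separately per campaign, cut at about 7.5% in these data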;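 note: 0% = DMSO wells and 100% = 10 µM SAHA wells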
DAX1 inh-1 = blocks DAX1 repression of SF-1 activated StAR promoter; HEK293T StAR-luciferase reporter, SF-1/DAX-1 repression relief; inhibition, % at 6.8 µM; hit rate 1.1% among 370,000; AID 652010;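 active = inhibition above the mean over all tested compounds plus 3 SD, cut at about 3.6% in these data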;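 note: 0% = DAX-1 cells with DMSO and 100% = cells lacking DAX-1 with DMSO; higher inhibition means more luminescence from relief of DAX-1 repression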
SMARCA2 act = increases SMARCA2 function in MMTV reporter cells; MG213 cells, MMTV-luciferase reporter, dexamethasone, overnight; activation, % at 9.1 µM; hit rate 1% among 370,000; in the data active = activation above about 7.8%;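 note: 0% = vehicle wells and 100% = reference activator wells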
ADAM17 inh = ADAM17 inhibition, QFRET primary screen. AID 720648. P78536. inhibition, % at 6.95 µM. recombinant ADAM17, EDANS/DABCYL FRET peptide cleavage. hit rate 0.83% among 370,000;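 active = inhibition above the mean of compounds lying between control limits plus 3 SD, set per campaign, cut at about 8.5% in these data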;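 note: 0% = DMSO-only wells as the low control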
NPR1 activator = GC-A (human) enzyme activation; AID 1671463; hit rate 0.14% among 370,000; HEK293 GC-A cells, cGMP TR-FRET, EC30 ANP; 0% at EC30 ANP, 100% saturating ANP; activation, % at 10 µM; P16066; in the data active = activation above about 40%
DAX1 inh-2 = inhibits human nuclear receptor DAX1; inhibition, % at 6.75 µM; P51843; hit rate 0.99% among 340,000; AID 504766; HEK293 Gal4-DAX1 luciferase reporter, luminescence;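 active = inhibition above the mean over all tested compounds plus 3 SD, cut at about 4.2% in these data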;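 note: 0% = DAX1-transfected cells with DMSO and 100% = empty-vector control cells with DMSO; inhibition shows as a rise in luminescence from relieved DAX1 repression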
Target sequence (P51843 207-470 limits assumed): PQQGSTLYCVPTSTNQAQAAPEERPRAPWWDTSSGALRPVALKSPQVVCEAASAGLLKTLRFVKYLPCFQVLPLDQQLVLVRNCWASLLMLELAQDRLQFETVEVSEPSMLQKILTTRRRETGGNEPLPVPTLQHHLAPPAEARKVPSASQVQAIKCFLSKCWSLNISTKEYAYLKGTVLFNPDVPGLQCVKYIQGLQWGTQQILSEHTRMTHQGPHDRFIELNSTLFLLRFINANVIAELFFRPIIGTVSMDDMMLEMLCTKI
hcDAF-12 act = H. contortus DAF-12 activation, primary screen; HEK293 hcDAF-12 lit1-tk-luc reporter, luminescence; 0% DMSO, 100% Δ7-dafachronic acid; activation, % at 6.8 µM; hit rate 1.4% among 370,000;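 active = activation above the mean of all tested compounds plus 3 SD, cut at about 5.5% in these data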;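 note: 100% = response to 3 µM Δ7-dafachronic acid high control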
hgDAF12 agonist = agonists of H. glycines DAF-12 nuclear receptor; HEK293 GAL4-hgDAF12 UAS-luciferase reporter, agonist luminescence; normalized to butyrate control; activation, % at 6.8 µM; hit rate 1.8% among 370,000; AID 687014;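 active = activation above a cutoff set at the mean of all screened compounds plus 3 SD, cut at about 10% in these data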;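 note: 0% = DMSO wells and 100% = sodium butyrate wells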
* marks the source's active call; other numbers are inactive results; i = inactive; x = not tested or not shown.

Compound	hgDAF12 agonist	ADAM17 inh	DAX1 inh-1	hcDAF-12 act	ADAM10 inh	NPR1 activator	SMARCA2 act	FXN GAA850 act	DAX1 inh-2	PG9 binder	ssDAF12 agonist
CSc1nnc2c(n1)OC(C)N(C(=O)c1ccccc1)c1ccccc1-2 (stereo not given)	8.0	-1.7	0.3	-0.6	-6.3	-3.8	-0.6	2.5	-0.3	0.4	-0.8
Nc1nc(SCC(=O)c2ccc(Cl)cc2)c2ncn(C3OC(CO)C(O)C3O)c2n1 (stereo not given)	-0.2	-2.6	0.0	0.3	-12.2	0.4	-2.7	1.5	0.7	-4.2	-1.3
Cc1ccc(S(=O)(=O)C2C(=O)N(C)C3(C)CC2c2ccccc2O3)cc1C (stereo not given)	-2.4	6.1	-0.3	-1.4	6.3	-4.1	3.0	0.1	0.7	0.1	-1.3
Cc1ccc(-c2ccc(C(=O)NCc3ccc(Cl)cc3)o2)c2ccccc12	0.9	-41.2	-0.3	-0.6	-139.4	-0.6	0.0	-0.7	-1.2	-1.3	-1.1
COc1cccc(-c2nn(-c3ccccc3)cc2CO)c1	6.3	-0.7	0.1	1.3	1.5	3.2	6.6	4.2	3.7	0.4	-1.1
CCc1cc(=O)oc2cc(C)cc(OC(C)C(=O)NCc3ccccn3)c12 (stereo not given)	3.0	-84.9	-0.7	-2.7	-270.8	-12.5	-1.9	-0.1	0.1	2.2	-1.4
Cc1ccccc1C(=O)c1cccn1CC(=O)NCc1ccc(Cl)cc1	0.0	-0.2	0.1	-2.2	2.4	-6.4	0.8	0.4	2.0	-0.1	-0.8
O=C(Nc1ccccc1N1CCOCC1)c1ccc2ccccc2c1	4.0	1.8	-0.5	3.1	9.2	-3.9	6.3	1.0	1.4	-2.6	0.0
COc1ccc(NC(=O)C2CCCN(c3c4c(nc5ncnn35)CCC4)C2)cc1 (stereo not given)	-1.3	-3.0	-1.0	-0.1	0.1	0.1	-2.1	-1.3	-1.7	-1.4	-1.8
COc1ccc(C(C(=O)NCc2ccccc2)N(C(=O)c2snc(C(N)=O)c2N)c2ccccc2OC)cc1OC (stereo not given)	-0.3	-129.7	0.0	-1.3	-353.0	-12.4	1.3	0.6	-0.5	-0.3	-1.2
O=C(Cc1ccc(NC(=O)C2CCN(C(=O)C3CCCC3)CC2)cc1)Nc1ccc(C(=O)N2CCOCC2)cc1	0.7	-0.7	-0.5	0.6	-9.9	1.4	2.3	0.5	0.3	-1.6	-1.4
CC[C@]12C(=O)N(C)C[C@H]([C@@H]3C(=O)N(Cc4ccccc4)C(=O)[C@@H]31)N2C(=O)c1ccc(F)cc1	-0.3	-1.5	0.1	-2.1	-5.0	0.3	2.1	-0.1	-0.7	-0.9	-0.6
O=C(COC(=O)c1ccccc1NCCO)Nc1ccc(S(=O)(=O)NC2=NCCCCC2)cc1	-2.8	i	0.3	-2.5	i	-2.8	11.4*	2.2	-0.6	-0.6	-1.4
CCN(CC(=O)Nc1cc(Cl)ccc1C)C(=O)CCc1nc2ccccc2c(=O)[nH]1	-1.3	6.0	1.1	-0.8	-11.7	-5.4	4.2	2.2	0.1	0.7	-0.7
Nc1ncnc2c1ncn2[C@@H]1O[C@H](CNS(=O)(=O)CCCCl)[C@@H](O)[C@H]1O	-0.3	1.0	0.8	-0.9	3.1	3.3	-2.1	0.6	-0.3	0.3	-1.1
COc1ccc(C(=O)O)c(O)c1	1.2	-3.0	1.8	-0.8	-7.9	6.0	5.9	0.4	0.6	0.1	-0.6
S=c1[nH]nc(-c2n[nH]c3c2CCC3)n1N=Cc1ccc(Br)s1	-3.0	2.5	-0.4	-0.7	4.2	1.4	-0.2	x	x	x	-1.5
COc1ccc(NC(=O)Nc2ccc3c(c2)C(=O)N([C@H](C)CO)C[C@H](C)[C@@H](CN(C)C(=O)NC(C)C)O3)cc1	1.6	-5.9	0.3	0.7	-3.7	-1.2	-0.2	1.0	1.0	-0.7	-1.6
Cc1ccc(C(=O)Nc2ccc(N3CCOCC3)cc2N2CCOCC2)cc1	-0.4	-2.5	-1.2	-3.5	-10.7	0.8	-0.8	1.9	-0.7	-3.2	-1.7
CC(C)c1ccc(NC(=S)NC2CCCCCC2)cc1	15.7*	-2.4	2.0	1.5	3.4	6.6	-0.5	2.8	-1.3	-1.0	-1.0
CC(C)[C@H](NC(=O)[C@H](Cc1ccccc1)n1c(=O)[nH]c2ccccc2c1=O)C(=O)N1CCC[C@H]1C(=O)O	0.4	2.8	0.5	2.6	-20.0	1.6	-0.3	-0.5	-0.8	-1.2	-0.9
Cc1ccccc1-c1nn(-c2ccccc2)cc1C(=O)NCC(c1ccco1)N1CCCC1 (stereo not given)	-0.1	-6.2	-0.5	-1.9	-8.0	-2.3	-0.4	0.5	-1.1	0.9	-1.0
Cc1cc(C)n2nc(SC(C)C(=O)N3CCOCC3)nc2n1 (stereo not given)	4.3	-1.2	1.4	-0.7	-4.9	0.1	0.6	0.2	0.9	0.4	-1.1
CCNC(=O)c1cc2c(=O)n3cccc(C)c3nc2n(Cc2ccc(C)cc2)c1=N	-1.5	-449.2	0.0	0.3	i	28.5	0.2	-1.2	-0.4	0.5	-1.1
CCCCOCCCNC(=O)C[C@@H]1C[C@@]2(C(=O)OCC)CCCC=C2N(CCc2ccc(OC)c(OC)c2)C1=O	-0.8	-0.8	-0.3	-0.6	-3.2	-1.9	1.2	x	x	-1.1	-0.9
CCCc1cc(=O)[nH]c(SCC(=O)Nc2ccc(OCc3ccccc3)cc2)n1	-1.9	-5.8	-1.2	-0.8	-13.6	0.8	-1.8	3.1	-0.5	-0.6	-0.4
O=C(C[n+]1ccccc1)N/N=C/c1ccc(O)cc1	-0.4	2.4	0.0	0.8	1.8	3.6	-3.4	-1.1	1.2	-0.6	0.1
O=C(Cc1cccnc1)N[C@@H]1CC[C@H](CCn2cc(Cc3ccccc3)nn2)O[C@@H]1CO	-1.6	-6.0	1.0	-1.6	-10.9	0.8	0.0	x	x	-0.1	-0.2
Cc1cc(=O)n2nc(N3CCCC(C(=O)NCc4ccccc4Br)C3)sc2n1 (stereo not given)	-0.4	0.6	2.2	0.8	-5.3	-0.3	0.1	1.0	0.3	-1.3	-1.2
CC(=O)c1ccc(Nc2nc(C(N)c3ccccc3)cs2)cc1 (stereo not given)	2.7	-4.5	1.4	0.3	-33.9	-6.8	-2.4	1.4	x	-1.4	-1.5
O=C(c1ccc(Br)s1)N1CCCC1	-0.7	3.4	0.7	-1.7	8.4	2.1	-2.9	0.9	0.8	-1.4	-1.4
COc1ccccc1C(c1nnnn1C(C)C)N1CCN(C(=O)c2ccco2)CC1 (stereo not given)	-1.4	0.6	-0.5	0.2	-3.9	-1.5	-2.4	-0.9	0.9	-0.6	-1.0
Cc1cc2c(N3CCCCC3C)ncnc2s1 (stereo not given)	-3.5	-1.6	-0.9	-2.7	8.0	-0.1	-2.0	2.7	-2.1	-0.8	-1.6
O=C(NCc1ccco1)c1ccc([N+](=O)[O-])cc1Cl	-0.1	-2.2	-0.4	-2.5	-0.5	2.5	2.2	1.3	0.1	-3.2	-1.0
CCC1(C(=O)c2ccc(Cl)cc2)C2c3ccccc3OC(=O)C21C(=O)Nc1ccccc1 (stereo not given)	-1.1	1.4	-0.8	-0.2	8.8	-28.2	-0.7	2.4	-0.2	-1.8	-1.1
COc1cc2oc(=O)cc(-c3ccc(-c4ccc(C#N)cc4)cc3)c2c(OC)c1OC	4.5	0.9	0.6	-2.5	5.3	-1.3	-4.7	1.7	-0.9	-0.1	-1.0
COc1ccc(/C=C2/SC(=O)N(CC(O)Cn3c4ccccc4c4ccccc43)C2=O)cc1 (stereo not given)	0.5	-1.4	-0.1	2.0	0.1	-4.8	1.0	1.2	-0.3	-3.7	-1.2
CC1CCCCN1S(=O)(=O)c1ccc(NC(=O)c2cccc(-n3cnnn3)c2)cc1 (stereo not given)	-5.2	2.9	-1.2	-1.8	-0.5	10.0	-3.9	1.2	-1.0	2.0	-1.9
CC(=O)NCCC(=O)Nc1cc(S(=O)(=O)N2CCCCC2)ccc1Oc1ccccc1	-1.2	0.4	0.0	-1.0	-7.9	4.0	-0.8	4.4	0.3	-0.8	-1.1
CCC1C(=O)N=C(SCC(=O)NC2CCCCC2)NC1=O (stereo not given)	0.7	-1.6	-0.9	0.4	-1.0	1.6	-1.0	1.9	4.2	-1.4	-1.7
CCOc1ccccc1NC(=O)C(CC(C)C)NC(=O)C1CCCCC1 (stereo not given)	1.2	-2.7	0.4	-0.6	-5.8	-1.9	0.8	-2.1	-0.8	0.0	-0.5
Cc1c(Br)c(C(F)(F)F)nn1CC(=O)NCc1ccccc1	-1.6	0.9	-0.6	-1.0	9.3	-0.8	0.2	0.5	-0.9	-2.1	-1.0
CCC1CCc2c(sc(NC(=O)c3cccnc3)c2C(N)=O)C1 (stereo not given)	0.0	3.0	0.5	-0.9	3.2	-1.3	2.8	2.2	-1.4	1.2	-1.0
Cc1ccc(/C=C2/Sc3ccc(C(=O)N4CCN(c5ccccn5)CC4)cc3NC2=O)cc1	2.0	0.2	0.0	-2.8	-4.2	9.5	-0.2	-0.2	0.3	-0.8	-1.7
CC(=O)c1c(C)n([O-])c2ccccc2[n+]1=O	4.1	-11.1	0.0	2.6	-38.4	1.0	0.9	-2.5	0.7	-3.1	-0.1
COc1ccc(C(=O)N2CCC2)cc1S(=O)(=O)NCc1ccc(Cl)cc1	-0.5	-3.3	1.3	-0.1	-3.2	-0.4	5.0	1.3	0.1	-2.5	-0.9
CCOC(=O)N1CCN(C(=O)c2ccccc2N(C)S(C)(=O)=O)CC1	-1.1	-1.1	0.1	-1.0	-8.9	3.4	-1.8	-0.3	-0.4	1.0	-1.3
c1csc(-c2nnc(Cc3cccc4ccccc34)o2)c1	1.1	0.8	-1.2	-0.5	7.6	4.5	3.1	0.0	-0.6	-1.4	-0.9
CCSCc1nnc(SCC(=O)Nc2nc3ccccc3s2)n1C	1.5	-0.9	-0.3	-0.2	8.6	-1.8	0.9	-0.8	1.4	2.0	-1.4
Cc1ccccc1Cn1ccc(=NCc2ccccc2)cc1	-10.6	3.0	-2.0	-3.6	2.2	-0.2	-3.0	x	x	-1.6	-2.5
CC(C)Cc1cc(CN2CCC(CO)(Cc3ccccc3)CC2)[nH]n1	-0.6	-2.9	-0.6	-0.5	3.9	3.6	-0.3	-2.1	1.2	-1.2	-0.9
CCN(CC)CCCN1C(=O)C(O)=C(C(=O)c2sc(C)nc2C)C1c1ccco1 (stereo not given)	0.5	-0.7	0.0	-0.6	-2.7	3.8	-1.1	0.7	1.9	-2.7	-0.5
CC1NC(=O)NC1CCCCCC(=O)Nc1ccc(F)c(Cl)c1 (stereo not given)	0.7	-3.4	0.3	-0.6	-1.9	-4.6	-0.5	-0.5	0.5	-1.1	-2.0
Clc1ccc(/C=N/Nc2nn[nH]n2)cc1	0.1	-3.5	0.6	-0.7	2.9	2.1	-2.9	1.5	0.3	-2.0	-0.8
Cc1ccc2nc(/C(C#N)=C\c3ccc(Oc4ccc([N+](=O)[O-])cn4)cc3)[nH]c2c1	2.2	-5.5	-0.8	0.7	-9.6	1.9	-0.6	3.2	-1.1	0.4	0.1
